CHT allo act = allosteric activators of human choline transporter CHT; B-score at 10 µM; hit rate 0.49% among 310,000; AID 488977; CHT-expressing cells, membrane potential dye, choline EC20; stronger effect = higher value; LV-AA mutant CHT in HEK293 cells; Q9GZV3;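 active = initial fluorescence not abnormally high and integrated response B-score, plate-corrected, over 3 SD above library mean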
Target sequence (Q9GZV3 whole entry, looked up): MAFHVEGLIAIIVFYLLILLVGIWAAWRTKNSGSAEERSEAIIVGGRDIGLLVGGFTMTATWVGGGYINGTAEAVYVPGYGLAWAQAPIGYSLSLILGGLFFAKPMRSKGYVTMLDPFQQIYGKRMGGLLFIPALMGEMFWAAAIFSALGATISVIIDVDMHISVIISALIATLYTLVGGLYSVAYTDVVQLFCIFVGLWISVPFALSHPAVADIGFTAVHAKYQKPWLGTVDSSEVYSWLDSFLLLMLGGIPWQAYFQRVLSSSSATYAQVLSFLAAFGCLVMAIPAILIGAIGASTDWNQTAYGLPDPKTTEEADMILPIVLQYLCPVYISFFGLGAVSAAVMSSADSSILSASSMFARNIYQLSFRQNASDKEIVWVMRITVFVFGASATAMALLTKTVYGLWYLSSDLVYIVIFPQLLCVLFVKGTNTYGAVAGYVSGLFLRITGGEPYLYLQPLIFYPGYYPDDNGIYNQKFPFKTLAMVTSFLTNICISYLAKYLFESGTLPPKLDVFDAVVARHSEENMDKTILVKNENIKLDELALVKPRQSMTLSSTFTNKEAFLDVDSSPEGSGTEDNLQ
OX1R antagonist = antagonists of human orexin 1 receptor. O43613. CHO/OX1R cells, Fluo-8 calcium fluorescence, orexin A. inhibition, % at 5 µM. hit rate 0.43% among 330,000;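 active = inhibition above its plate's threshold, mean inhibition of all tested compounds on the plate plus 3 SD, cut at about 37% in these data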;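 also: 0% = orexin A challenge wells and 100% = SB-334867-A antagonist wells; not every result past the cut was called active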
Target sequence (O43613 whole entry, looked up): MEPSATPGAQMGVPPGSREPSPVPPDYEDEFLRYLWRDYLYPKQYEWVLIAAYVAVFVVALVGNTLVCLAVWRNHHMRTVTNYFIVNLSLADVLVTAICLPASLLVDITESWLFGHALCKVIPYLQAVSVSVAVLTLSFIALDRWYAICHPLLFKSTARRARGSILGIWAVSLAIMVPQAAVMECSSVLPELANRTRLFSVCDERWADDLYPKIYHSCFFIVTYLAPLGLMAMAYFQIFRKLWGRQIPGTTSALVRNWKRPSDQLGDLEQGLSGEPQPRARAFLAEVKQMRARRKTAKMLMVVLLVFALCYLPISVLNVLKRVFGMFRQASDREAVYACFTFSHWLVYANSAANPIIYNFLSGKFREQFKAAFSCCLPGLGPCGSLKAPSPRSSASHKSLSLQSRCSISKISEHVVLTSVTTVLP
The depositor's hits bear a star; i = inactive; / = not tested or not shown.

SMILES	CHT allo act	OX1R antagonist
COCCn1c(C)cc(C(=O)CSc2nc3ccccc3c(=O)n2Cc2ccco2)c1C	i	-20
CSc1snnc1-c1ccccc1	i	-22
O=C(CN1C(=O)S/C(=C\c2ccccc2F)C1=O)Nc1ccccc1O	i	-9
CCCn1c(-c2cccnc2Cl)nc2cc(Cl)c(Cl)cc21	i	-22
COc1ccc(-c2nc(CSCC(=O)NC3CCCc4ccccc43)c(C)o2)cc1OC (configuration not stated)	i	-35
CC1CCc2sc(C(=O)NC(C)C3CCCO3)cc2C1 (configuration not stated)	i	-13
CCN(CC)C(=O)CSC(Nc1ccc(F)cc1)=C(C#N)C#N	i	1
Cc1ccn(CC(C)C(=O)O)n1 (configuration not stated)	i	4
Cc1oc2c(c1C(=O)NCc1cc(C(=O)O)co1)CCCC2	i	-15
CC(=O)c1nn(-c2ccccc2)cc1C(=O)c1ccc(Br)cc1	i	10
COC(=O)c1ccc(NC(=O)CN2C(=O)CSC2=O)cc1	i	-12
CC(=O)Nc1ccc(S(=O)(=O)NCCCCNS(=O)(=O)c2ccc(NC(C)=O)cc2)cc1	i	-7
O=C(c1ccccc1O)N1CCOCC1	i	-2
O=S(=O)(c1ccc(-c2nnc(SCc3ccccc3)o2)cc1)N1CCCC1	i	-4
O=C(Nc1ccc(NC(=O)c2ccccc2Cl)nc1)c1ccncc1	i	-8
Cc1ccccc1CC1SC(N)=NC1=O (configuration not stated)	i	-2
Cc1ccc(C(=O)Oc2cc(C)[nH]c(=O)c2[N+](=O)[O-])cc1	i	4
CCc1ccccc1N(C)S(=O)(=O)c1cc(-c2cc(C)no2)ccc1OC	i	-13
COCCOC(=O)C1=C(C)NC2=C(C(=O)CC(C)(C)C2)C1c1cccnc1 (configuration not stated)	i	-4
CN1CCN(c2nc3c(c(=O)[nH]c(=O)n3C)n2Cc2cccc(Br)c2)CC1	i	-10
O=C(CNC(=O)c1ccc(Cl)cc1)NCC(F)(F)F	i	11
CC(=O)Nc1c2c(nn1-c1ccccc1)CSC2	i	-13
Cn1c(-n2c(CCCN3C(=O)c4ccccc4C3=O)nc3ccccc3c2=O)nc2ccccc21	i	-35
Cc1ccccc1/C=N/n1c(COc2ccccc2)n[nH]c1=S	i	/
Cc1nc2c(C)cccn2c(=O)c1NC(=O)c1cccc2ccccc12	i	-20
CCCNC(=O)c1ccc(CN2CCOCC2)cc1	i	-2
COc1cc(N2C(=O)CSC2=S)cc(OC)c1OC	i	-23
COc1ccc(OC)c(S(=O)(=O)Nc2cc(Cl)cc(Cl)c2)c1	i	-26
O=C(O)CCCC(=O)Nc1ccc(N=Nc2ccccc2)cc1	i	-3
CN(Cc1ccccc1F)C(=O)c1ccc2c(=O)n3c(nc2c1)CCC3	i	-28
COc1ccc(NC(=S)N(CCCN2CCC(C)CC2)Cc2cccs2)cc1	i	-34
CCOC(=O)N1CCN(c2nc3ccccc3nc2C(C#N)C(=O)NCCc2ccccc2)CC1 (configuration not stated)	i	-25
Cc1ccccc1Cn1cc(NC(=O)c2noc(C(C)C)c2[N+](=O)[O-])cn1	i	3
Cc1cc(NC(=O)CSc2ncnc3ccccc23)no1	i	-14
COC(OC)c1ccc(C#N)c(SCc2ccc(C)cc2)n1	i	-2
COCCCn1c(=O)c2ccccc2n(CC(=O)Nc2ccc3c(c2)OCCO3)c1=O	i	-14
Cc1ccc(NC(=O)CCc2ccc(C)o2)cc1	i	-16
O=C(CN(c1cccc([N+](=O)[O-])c1)S(=O)(=O)c1ccccc1)NCc1ccccc1	i	-17
Nc1nonc1N1CCCCC1	i	12
CCOc1ccc(N=CNc2ccc(OCC)cc2)cc1	i	-14
CCOc1ccc(/C=N/NC(=O)C(OC)c2ccccc2)cc1 (configuration not stated)	i	-11
O=[N+]([O-])c1ccccc1/C=N/n1c(C(F)(F)F)n[nH]c1=S	i	-12
Cc1cccc(C)c1NC(=O)c1nc(S(=O)(=O)Cc2ccccc2)ncc1Cl	i	15
S=C(Nc1ccccc1Cl)N1CCN(Cc2ccccc2)CC1	i	-16
CO/N=C/c1cn(-c2ccc(Cl)cc2)nn1	i	-15

Given with two lines to a compound: entries from further up
The line under a structure holds: CHT allo act | OX1R antagonist
CCOC(=O)N1CCN(c2nc3ccccc3nc2C(C#N)C(=O)NCCc2ccccc2)CC1 (configuration not stated)
 : i | -25
Cc1ccccc1Cn1cc(NC(=O)c2noc(C(C)C)c2[N+](=O)[O-])cn1
 : i | 3
Cc1cc(NC(=O)CSc2ncnc3ccccc23)no1
 : i | -14
COC(OC)c1ccc(C#N)c(SCc2ccc(C)cc2)n1
 : i | -2
COCCCn1c(=O)c2ccccc2n(CC(=O)Nc2ccc3c(c2)OCCO3)c1=O
 : i | -14
Cc1ccc(NC(=O)CCc2ccc(C)o2)cc1
 : i | -16
O=C(CN(c1cccc([N+](=O)[O-])c1)S(=O)(=O)c1ccccc1)NCc1ccccc1
 : i | -17

Further entries follow.
SMILES	CHT allo act	OX1R antagonist
COc1ccc(N=Cc2c(OC)ccc3ccccc23)cc1	i	-25
CCCCN(CCCC)S(=O)(=O)c1ccc(OC)c2ncccc12	i	-59
COC(=O)N1C(=O)[C@](c2ccccc2)(C(C)C)N1C(=O)OC	i	-15
C/C(=N\NC(=O)CSc1nc2ccccc2c(=O)n1-c1ccccc1C)c1cccs1	i	-21
NS(=O)(=O)c1ccc(NC(=O)COC(=O)COc2cccc(C(F)(F)F)c2)cc1	i	-7
CCCNC(=O)Nc1ccc(C(F)(F)F)cc1	i	-14
Cc1ccc(S(=O)(=O)CC(C)N2CCN(C3CCCCC3)CC2)cc1 (configuration not stated)	i	-13
O=C(COc1ccccc1Cl)Nc1ccc2oc(=O)ccc2c1	i	-14
COc1ccc(NC(=O)Nc2cccc3c2O[C@H](CN(C)Cc2ccc(-c4ccccc4)cc2)[C@@H](C)CN([C@H](C)CO)C3=O)cc1	/	-32
CCCCOC(=O)C(NC(=O)c1ccccc1)=C(C)C	i	-13
COc1ccc(-c2noc(CN(C)C(=O)Nc3ccccc3)n2)cc1	i	-1
Cn1ncc([N+](=O)[O-])c1C(=O)NC1CCCCC1	i	-2
COc1ccc(C(NC(=O)c2ccco2)c2ccc(OC)c(OC)c2)cc1OC	i	-3
Cc1cc2ccccn2c1C(=O)c1ccccc1Br	i	-35
O=S(=O)(NCc1cccnc1)c1ccc2c(c1)OCCO2	i	0
Cc1cc(C)cc(NC(=O)CN2CCC(NC(=O)Cc3ccccc3)CC2)c1	i	-25
Cc1ccc(NC(=O)NNC(=O)CN2C(=O)COc3ccccc32)cc1	i	-10
Cn1c(=O)c(=O)n(C)c2cc(S(=O)(=O)N3CCCC3C(=O)NCc3cccnc3)ccc21 (configuration not stated)	i	17
O=C1N[C@@H](Cc2ccccc2)COC(=O)[C@H](Cc2ccc(F)cc2)C/C=C\C[C@@H]1CC(=O)N(CCO)Cc1ccccc1	/	-24
O=C(Nc1ccccc1N1CCCC1)c1ccc(F)c(S(=O)(=O)N2CCOCC2)c1	i	-19
CN(CC#CCC(c1ccccc1)c1ccccc1)C(C)(C)C	i	-11
N#C/C(=C\c1ccccc1)C(=O)N1CCC(C(N)=O)CC1	i	-3
CCOc1ccc(N2C(=O)CC(NCCc3ccncc3)C2=O)cc1 (configuration not stated)	i	10
CCn1c(-c2ccco2)nc2ccccc21	i	-16
O=c1[nH]c(C2CCN(S(=O)(=O)Cc3ccccc3)CC2)nc2c1nnn2Cc1ccccc1	i	-14
Cc1ccc(-n2nnnc2/C=C\Nc2cc(C)on2)cc1	i	-10
Cc1cc(Cl)ccc1NC(=O)C(=O)N/N=C/c1ccc2c(c1)OCO2	i	-9
CC(=O)NC(C(=O)OCC(=O)N(c1ccccc1)c1ccccc1)C(C)C (configuration not stated)	i	-34
CCCc1nc2oc3cc(OC)ccc3c(=O)c2c(=O)n1CCc1ccccc1	i	-34
O=C(CS(=O)(=O)c1cn(Cc2ccc(F)cc2)c2ccccc12)N1CCCCC1	i	-12
Cc1[nH]c2ccccc2c1C=NNC(=O)c1cc(-c2cccnc2)nc2ccccc12	/	-27
CCOC(=O)c1oc2ccc(S(=O)(=O)n3nc(-c4ccc(OC)cc4)cc3N)cc2c1C	i	-28
CCCC(=O)Nc1nnc(-c2cccc(OCC)c2)s1	i	-42
Cc1cccc(/C=N/NC(=O)c2c(-c3ccccc3)noc2C)c1O	i	4
CN(C)Cc1cc(C(C)(C)C)c(O)c(C(C)(C)C)c1	i	-8
O=C(CCCn1c(=O)c2sccc2n(CC(=O)OCc2ccccc2)c1=O)NCc1ccco1	i	-11
CC(=O)Nc1nc(SCc2cccc3ccccc23)n[nH]1	i	-8
Cc1ccc(S(=O)(=O)NCc2ccco2)cc1C(N)=O	i	-23
CCn1ccnc1C(O)c1ccc(N(C)C)cc1 (configuration not stated)	i	-10
CCN(CC)C(=O)COc1ccc2c(-c3ccc(OC)cc3)cc(=O)oc2c1	i	-30
Cc1ccc(Cl)cc1NC(=O)CCNC(=O)N1CC(=O)Nc2ccccc21	i	1
O=C(CN1C(=O)CSCC1=O)Nc1ccc2c(c1)OCO2	i	7
CCCCn1c(N)c(N(CCOC)C(=O)CCCc2nc3ccccc3c(=O)[nH]2)c(=O)[nH]c1=O	i	-9
CCOc1ccccc1C(=O)N(Cc1sccc1C)C1CCS(=O)(=O)C1 (configuration not stated)	i	-13
O=C(NC(=S)N1CCOCC1)c1ccccc1Cl	i	-4
CCC(=O)Nc1ccccc1C(=O)N1CCCC1	i	0
N/C(=N\OC(=O)CCN1C(=O)c2ccccc2C1=O)c1ccccn1	i	-10
O=C(CCCCCNc1nc(=S)[nH]c2ccccc12)NCCc1ccccc1	i	-32
Fc1ccc(CSc2nnc(-c3cccnc3)n2Cc2ccco2)cc1	i	-15
CCN1CCN(CC(=O)Nc2cc(C)c(C)cc2[N+](=O)[O-])CC1	i	1
CCC1CCCCN1C(=O)c1cc(S(=O)(=O)N2CCOCC2)ccc1C (configuration not stated)	/	-23
Cc1noc(C)c1S(=O)(=O)N(C)C[C@H]1Oc2ccc(NC(=O)Cn3cnnn3)cc2C(=O)N([C@H](C)CO)C[C@@H]1C	/	-17
O=C(Nc1c(F)cc(F)cc1Br)c1cc(S(=O)(=O)N2CCN(c3ccccn3)CC2)ccc1F	i	-30
COc1ccc(CCNC(=O)C(NS(=O)(=O)c2cccc3nsnc23)C(C)C)cc1OC (configuration not stated)	i	-12
Cc1ccc(CNc2ccc(N3CCOCC3)c(C(=O)O)c2)s1	i	-2
N#CCCN(Cc1cccnc1)C(=S)NC(=O)c1ccco1	i	-9
Cc1cc(C(=O)Nc2ccc3ccccc3c2)c(C)o1	i	-10
CS(=O)(=O)c1ccc(Cl)c(NC(=O)COC(=O)c2cccc(S(=O)(=O)N3CCCC3)c2)c1	i	-14
O=C(CCC1CCCN(C(=O)c2ccc3c(c2)OCO3)C1)NCc1ccc(F)c(F)c1 (configuration not stated)	i	-28
COc1ccc(-c2csc3ncnc(NCCCO)c23)cc1	i	-20

(cont.)
SMILES	CHT allo act	OX1R antagonist
CC(C)(C)C(=O)NC(C(N)=O)=C(Cl)Cl	i	-8
O=C(Nc1cc2c3c(c1)CC(=O)N3CCC2)c1cccc(F)c1	i	-21
COc1cc(OC)cc(C(=O)Nc2ccc(Nc3ccccc3)cc2)c1	i	-4
CC(C)(C)NC(=O)COc1ccc(CNCc2cccs2)cc1	i	-12
O=C(Nc1nn[nH]n1)c1cccc([N+](=O)[O-])c1	i	0
CCOC(=O)CNC(=O)CSc1nc(C)cc(C)c1C#N	i	-13
COC(=O)c1nc(-n2nc(C)cc2C)ccc1Cl	i	-5
COc1ccc(CN2CCNC(=O)C2CC(=O)N(C)Cc2ccon2)c(F)c1 (configuration not stated)	i	-4
COc1ccc(OC)c(/C=C/c2c([N+](=O)[O-])c(=O)n(C)c(=O)n2C)c1	i	-28
S=C(c1ccc(Br)cc1)N1CCN(Cc2ccccc2)CC1	i	9
CCn1cc(CN2CCN(C)C(CCO)C2)c2ccccc21 (configuration not stated)	i	-21
CCOc1ccc(NC(=O)CCC(=O)NNC(=O)c2ccc(Br)o2)cc1	i	-16
Cc1c(C(=O)NCCc2ccc3c(c2)OCCO3)oc2ccccc12	i	5
N#Cc1nc(Cc2cccc3ccccc23)oc1NCc1ccc2c(c1)OCO2	i	17
O=C(C(Cc1ccccc1)n1cccc1)N1CCN(c2cccc(Cl)c2)CC1 (configuration not stated)	i	-36

Rewritten in markdown: 2 of the compounds above.
| molecule | CHT allo act | OX1R antagonist |
| --- | --- | --- |
| COc1cc(OC)cc(C(=O)Nc2ccc(Nc3ccccc3)cc2)c1 | i | -4 |
| CC(C)(C)NC(=O)COc1ccc(CNCc2cccs2)cc1 | i | -12 |

Some of these compounds in order of their number in OX1R antagonist, high to low:
structure,OX1R antagonist
N#Cc1nc(Cc2cccc3ccccc23)oc1NCc1ccc2c(c1)OCO2,17
COc1cc(OC)cc(C(=O)Nc2ccc(Nc3ccccc3)cc2)c1,-4
CCOc1ccc(NC(=O)CCC(=O)NNC(=O)c2ccc(Br)o2)cc1,-16

Later entries.
SMILES	CHT allo act	OX1R antagonist
CCC(C)(C)n1nnnc1C(CC(C)C)N1CCC(C(N)=O)CC1 (configuration not stated)	i	-11
CCCn1c(N)c(N(CCOC)C(=O)/C=C/c2ccc(C(=O)OC)cc2)c(=O)[nH]c1=O	i	-12
CCOc1ccc(C2/C(=C(/O)c3ccc4c(c3)CC(C)O4)C(=O)C(=O)N2CCCn2ccnc2)cc1 (configuration not stated)	i	-13
Cc1oc2cc3oc(=O)c(CC(=O)N[C@@H](C)C(=O)NC(Cc4ccc(Cl)cc4)C(=O)O)c(C)c3cc2c1C (some centres not stated)	i	-11
CC(COc1ccccc1)N(CCCl)Cc1ccccc1 (configuration not stated)	i	-32
O=C1OC(N2C(=O)CC[C@H]2C(=O)Nc2cccc(F)c2)c2ccccc21 (some centres not stated)	i	-16
Cc1ccc(C(=O)N2CC3(C)CN(C(=O)c4ccc(C)cc4)CC(C)(C2)C3=O)cc1	i	-7
CC(C)N(C(=O)[C@H]1C[C@H](CC(=O)NCCCn2ccnc2)C(=O)N2CCc3c([nH]c4cc(CCC(=O)N(C)C)ccc34)[C@]12C)C(C)C	/	-10
CCOC(=O)c1ccc(NC(=O)NCc2ccn(CC)n2)cc1	i	7

From PubChem BioAssay
